Screens: PubChem BioAssay, several laboratories
Dyrk1A ADPGlo: blocks rat Dyrk1A kinase activity | ADP-Glo luminescence, NFATc1 peptide | hit rate 0.43% among 310,000 | inhibition, % at 12.5 µM | Q63470; in the data active = inhibition above about 50%;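 also: plate controls were vehicle with enzyme for no effect and no enzyme for full effect; many of its hits are not listed in these tables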
PolyA inhibitor: blocks polyadenylation in yeast reporter cells | S. cerevisiae SKY197-pL101 polyadenylation reporter, beta-gal luminescence; efflux-impaired pdr1/pdr3 knockout yeast; score 100 = 6 SD above DMSO | calls only at 12 µM | hit rate 0.02% among 300,000 | AID 1875;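 active = lowest replicate activity score at least 50, where 100 means six control SD above control mean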;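 also: yeast exposed to compound for 9 h at 30 °C; higher score means more reporter readthrough which indicates perturbed polyadenylation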
hERG protect: compounds protecting human hERG from proarrhythmic drug block; hit rate 0.51% among 310,000; CHO-hERG, FluxOR thallium flux, dofetilide IC70 present; Q12809; activation (rescue from dofetilide block), less the hit threshold, % at 10 µM;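 active = activation above the mean of controls blocked by dofetilide plus 5 SD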;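 also: thallium influx through hERG after potassium depolarization seen as dye fluorescence rise; in these data hits start at about 4.7%; inactives centre near -7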
KCNK3 inh: human KCNK3 channel inhibition, primary screen; O14649; CHO-KCNK3 thallium flux, FluxOR fluorescence; stronger effect = lower value; B-score at 10 µM; hit rate 0.84% among 340,000; AID 602410;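 active = B-score under library mean minus 4 SD, starting fluorescence ratio at most library mean plus 5 SD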;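 also: more negative B-score means stronger inhibition of thallium flux through KCNK3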
KCNQ1 block: human KCNQ1 channel inhibition | CHO-K1 KCNQ1, FluxOR thallium flux fluorescence; stronger effect = higher value | B-score at 10 µM | hit rate 1.3% among 310,000 | AID 2642;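 active = compounds whose thallium flux B-score, printed positive for inhibition, exceeds three library SD while starting fluorescence stays within three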;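 also: channel opened by potassium depolarization with thallium stimulus after 20 min compound exposure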
Target sequence (P51787 whole entry, looked up): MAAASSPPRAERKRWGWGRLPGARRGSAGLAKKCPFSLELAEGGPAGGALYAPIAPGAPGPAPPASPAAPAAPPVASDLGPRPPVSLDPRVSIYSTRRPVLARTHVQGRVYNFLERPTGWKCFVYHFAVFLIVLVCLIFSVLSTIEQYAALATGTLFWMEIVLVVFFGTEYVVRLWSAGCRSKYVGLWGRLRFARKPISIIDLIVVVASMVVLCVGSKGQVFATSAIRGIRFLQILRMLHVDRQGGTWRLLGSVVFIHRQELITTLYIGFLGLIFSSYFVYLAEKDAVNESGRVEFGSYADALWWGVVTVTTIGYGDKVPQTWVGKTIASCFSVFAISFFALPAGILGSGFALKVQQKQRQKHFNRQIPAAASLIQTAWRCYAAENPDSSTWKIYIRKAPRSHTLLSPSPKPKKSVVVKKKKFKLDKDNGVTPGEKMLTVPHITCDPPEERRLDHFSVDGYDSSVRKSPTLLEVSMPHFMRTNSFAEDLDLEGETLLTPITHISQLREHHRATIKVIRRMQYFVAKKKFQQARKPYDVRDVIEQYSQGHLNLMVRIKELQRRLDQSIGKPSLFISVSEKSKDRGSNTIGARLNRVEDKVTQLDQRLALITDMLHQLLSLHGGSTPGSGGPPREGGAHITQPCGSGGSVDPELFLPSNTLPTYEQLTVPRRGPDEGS
KCNK9 inh: blocks the human KCNK9 two-pore domain potassium channel; HEK293 KCNK9, FluxOR thallium flux fluorescence; stronger effect = lower value; B-score at 10 µM; hit rate 1.2% among 310,000;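 active = ratio B-score over 3 SD below the library mean, with starting fluorescence within 5 SD of its mean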;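 also: negative B-score means less thallium flux so channel inhibition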
GSK3A inh: inhibitors of human GSK-3 alpha kinase; inhibition, % at 10 µM; AID 2650; hit rate 0.1% among 320,000; ADP-Glo luminescence, 60 min;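 in the data active = inhibition above about 50%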;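 also: GST-tagged GSK-3 alpha with peptide substrate and 25 µM ATP; 0% = DMSO neutral wells and 100% = GW8510 positive control wells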
HDAC3 inhib: blocks human histone deacetylase 3; inhibition, % at 8.3 µM; hit rate 0.15% among 320,000; AID 2718; recombinant HDAC3, fluorogenic peptide/trypsin coupled, fluorescence; in the data active = inhibition above about 26%, passing the limit was not always enough
Target sequence (O15379 whole entry, looked up): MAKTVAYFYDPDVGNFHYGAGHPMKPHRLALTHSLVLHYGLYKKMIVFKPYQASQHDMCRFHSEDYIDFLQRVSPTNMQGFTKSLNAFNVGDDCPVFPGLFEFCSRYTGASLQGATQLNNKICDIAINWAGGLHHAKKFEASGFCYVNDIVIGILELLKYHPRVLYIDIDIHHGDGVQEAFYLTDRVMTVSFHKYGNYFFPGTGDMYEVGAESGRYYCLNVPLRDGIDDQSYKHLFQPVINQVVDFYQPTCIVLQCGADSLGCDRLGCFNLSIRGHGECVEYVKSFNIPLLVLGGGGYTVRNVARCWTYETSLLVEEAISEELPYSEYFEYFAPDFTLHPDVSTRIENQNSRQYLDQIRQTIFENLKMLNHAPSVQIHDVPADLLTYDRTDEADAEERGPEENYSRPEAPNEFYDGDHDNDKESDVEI
KCNQ1 pot: human KCNQ1 channel potentiation or activation; P51787; CHO-K1 KCNQ1, thallium flux FluxOR fluorescence; stronger effect = higher value; B-score at 10 µM; hit rate 0.35% among 310,000;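 active = fluorescence ratio B-score, a plate-corrected score, at least three library SD, with initial intensity B-score within 5 SD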
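Schedule – 37 °C overnight plating, 90-min dark dye load, 20-min compound pretreatment · System – stable KCNQ1 CHO-K1 line · Probe or stimulus – thallium- and potassium-containing depolarizing buffer · Measured by – kinetic FluxOR fluorescence, 10 s baseline plus 110 s post-stimulus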
GSK3beta inhib: inhibitors of human GSK3beta kinase. GST-GSK3beta kinase, ADP-Glo luminescence, 60 min; stronger effect = lower value. activity score (negative = inhibition), % at 10 µM. hit rate 0.038% among 300,000. AID 2097;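 active = more than half of replicate wells score below -50%, meaning over 50% inhibition versus plate controls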;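 also: 0% = median DMSO wells and -100% = median GW8510 positive control wells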
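Test system – GST-tagged human GSK3beta kinase, cell-free · Incubation – 60 min enzyme reaction, room temperature · Signal – ADP-Glo luminescence · Also added – peptide substrate and ATP at 25 µM · Controls – DMSO neutral wells and GW8510 at 20 µM as positive · Buffer or medium – Tris/MgCl2 kinase buffer · Measure – Luminescence-derived activity versus plate DMSO and GW8510 wells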
RGS4 act: RGS4 potentiation or activation | B-score at 10 µM | AID 463111 | HEK293 M3R/inducible RGS4, carbachol calcium flux Fluo4; stronger effect = lower value | hit rate 0.92% among 310,000;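 active = B-score of the integrated calcium signal more than 4 SD below the library mean, with starting fluorescence not abnormally high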;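 also: negative B-score means reduced calcium response which marks RGS4 activation or potentiation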
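Reagent: ECmax carbachol challenge; Test system: M3R-expressing HEK293 line, RGS4 induced by doxycycline; Schedule: overnight RGS4 induction, 30 min dye load 37 °C, 20 min compound RT; Detection: calcium dye Fluo4 fluorescence; Read-out: Agonist-evoked peak-minus-minimum fluorescence over baseline, integrated ratio, B score.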
The depositor's hits bear a star; i = inactive; / = no result given. These rows are one share of the data, so the mix of outcomes need not match the whole.

no.	SMILES	Dyrk1A ADPGlo	PolyA inhibitor	hERG protect	KCNK3 inh	KCNQ1 block	KCNK9 inh	GSK3A inh	HDAC3 inhib	KCNQ1 pot	GSK3beta inhib	RGS4 act
1	Cc1cc2oc(=O)cc(CN3CCCc4ccccc43)c2cc1C	-1	i	-3	i	i	i	-1	-4	i	0	i
2	COCc1cc(C)nc(Nc2ccccc2OC)c1C#N	4	i	-8	i	i	i	0	-12	i	1	i
3	Cc1nc2ccccc2c(=O)n1CCc1ccc(O)cc1	7	i	-4	i	i	i	-1	0	i	-5	i
4	COC(=O)c1ccc(CSc2nnc(-c3ccncc3)o2)cc1	14	i	-6	i	i	i	24	5	i	4	i
5	CCc1c(C)sc(NC(=O)C2CC2c2ccccc2)c1C(N)=O (stereo unspecified)	45	i	-9	i	i	i	0	3	i	2	i
6	CC(C)Sc1cc(N2CCCC2)nc(-c2ccc(F)cc2)n1	-8	i	-3	i	i	i	/	-4	i	9	i
7	COc1cc(OC)cc(C(=O)NCCC(c2ccccc2)c2ccccc2)c1	-1	i	-6	i	i	i	0	4	i	3	i
8	O=C(NCC1CC1(Cl)Cl)Nc1ccc(Cl)c(Cl)c1 (stereo unspecified)	9	i	-15	i	i	-8.4*	-2	8	i	4	i
9	CCNC(=O)c1ccc(C23CC4CC(CC(C4)C2)C3)o1	-8	i	-11	i	i	i	6	0	i	0	i
10	C=C1CCN(C(C)C(=O)OC)S(=O)(=O)c2ccccc21 (stereo unspecified)	3	i	-9	i	i	i	-2	-4	i	-2	i
11	Cc1ccc(C)c2[nH]c(=O)c(CN(CCN3CCCC3)C(=O)Nc3cccc(Cl)c3)cc12	-1	i	-18	i	i	i	-1	7	i	-6	i
12	COC(=O)/C(C(C)=O)=C(/C=C/C=C/N(C)C)N(C)C	-7	i	4	i	i	i	-3	2	i	1	i
13	CCn1c2ccc(C)cc2c2nnc(NN)nc21	-5	i	-10	i	i	i	0	9	i	3	i
14	CCCn1nnnc1NC(=O)c1cccs1	-3	i	-14	i	i	i	-1	-1	i	3	i
15	CN(C(=O)COC(=O)c1ccccc1NCCO)C1CCS(=O)(=O)C1 (stereo unspecified)	1	i	-10	i	i	i	0	-30	i	2	i
16	Cc1ccc(SCCC(=O)Nc2cc(C)on2)cc1	2	i	-11	i	i	i	0	6	i	2	i
17	Cc1cnc(C(=O)OC(C)C(=O)Nc2cccc3ccccc23)cn1 (stereo unspecified)	-2	i	-12	i	i	i	7	5	i	-2	i
18	Cc1ccc(-n2ncc3c(=O)n(CC#N)cnc32)cc1	-8	i	-11	i	i	i	5	-5	i	0	i
19	COc1cc(NC(=S)NC(=O)c2cccs2)ccc1NC(=O)C(C)C	4	i	-9	i	i	i	-1	-8	i	0	i
20	COc1cc(-n2c(=O)c3ccccc3n(Cc3ccccc3)c2=O)cc(OC)c1OC	-12	i	-7	i	i	i	-1	0	i	4	i
21	CCCCN1C(=O)C(=O)NC[C@@H]1C(C)O (stereo partly specified)	8	/	-4	i	i	i	-1	1	i	-3	i
22	CCCCn1c(SCC(=O)N(C)C)nnc1-c1ccncc1	-6	i	-15	i	i	i	-2	-6	i	-4	i
23	Cc1cc(Cl)cc(Cl)c1CNc1c([N+](=O)[O-])c(=O)oc2ccccc12	-6	i	-7	i	i	i	-3	-12	i	5	i
24	CSc1nnc(N2C(=O)C(O)=C(C(=O)c3ccco3)C2c2ccccc2)s1 (stereo unspecified)	-3	i	-15	i	i	i	-4	3	i	2	i
25	CSc1nnc(C2CCCN(CC(=O)Nc3ccccc3N3CCOCC3)C2)n1C(C)C (stereo unspecified)	-6	i	-5	i	i	i	-5	-13	i	2	i
26	COc1ccc(Cn2c(O)c(C=Nc3ccc(OC)cc3)c3ccccc3c2=O)cc1	0	i	-5	i	i	i	-3	1	i	2	i
27	Cc1cccc(C)c1NC(=O)CN1N=NC2C(=O)N(c3cccc(Cl)c3)C(=O)C21 (stereo unspecified)	0	i	-6	i	i	i	-1	3	i	1	i
28	O=C(CSC1=NCCS1)c1ccc(Cl)cc1	-8	i	-10	i	i	i	-1	72*	i	1	i
29	Cc1cccc(C)c1OCc1cc(C(=O)N2CC3C[C@@H]4CC2C[C@H](C3)C4)no1	-1	i	-15	i	i	i	-3	3	i	3	i
30	COC(=O)c1sc(S(=O)(=O)N2CCCCC2C(=O)O)c(C(=O)OC)c1C (stereo unspecified)	0	i	-6	i	i	i	-4	-9	i	0	i
31	COC(=O)Cc1ccc(NC(=S)NCCSc2ccc(Cl)cc2)cc1	-3	i	-9	i	i	i	-2	-1	i	0	i
32	O=C(NC1CCCCC1)C(c1ccco1)N(CCc1ccccc1)C(=O)C(F)(F)F (stereo unspecified)	-1	i	-13	i	i	i	-1	-5	i	-1	i
33	COc1ccc(CCNC(=O)C2CCCCC2C(=O)O)cc1OC (stereo unspecified)	/	/	-8	/	i	i	-1	-10	i	/	i
34	CCOc1ccc(CNc2nc3ccccc3n2C)cc1	9	i	-1	i	i	i	3	0	i	-5	i
35	Cc1c(N2C(=O)CSC2c2ccc(F)cc2)c(=O)n(-c2ccccc2)n1C (stereo unspecified)	-8	i	-10	i	i	i	0	2	i	0	i
36	CCOC(=O)CC1(NC(=O)C2CCC(=O)N(CCc3ccc(OC)cc3)C2)CCCCC1 (stereo unspecified)	2	i	-11	i	i	i	-3	-3	i	0	i
37	CCn1c2ccccc2c2cc(C3C(C#N)=C(N)Oc4n[nH]c(COC)c43)ccc21 (stereo unspecified)	10	i	-6	i	i	i	-4	5	i	4	i
38	O=C(O)/C=C/S(=O)(=O)c1ccc2ccccc2c1	-2	i	-16	i	i	i	-7	2	i	-1	i
39	COc1ccc(C(=O)Nc2ccc(N3CCN(C)CC3)cc2)cc1[N+](=O)[O-]	-7	i	-7	i	i	i	-1	3	i	2	i
40	COc1ccc(/C=N/OCc2ccccc2C#N)c(OC)c1	0	i	-1	i	i	i	-1	-4	i	2	i

Part of the list above, reformatted.
31) COC(=O)Cc1ccc(NC(=S)NCCSc2ccc(Cl)cc2)cc1
  Dyrk1A ADPGlo: -3 | PolyA inhibitor: i | hERG protect: -9 | KCNK3 inh: i | KCNQ1 block: i | KCNK9 inh: i | GSK3A inh: -2 | HDAC3 inhib: -1 | KCNQ1 pot: i | GSK3beta inhib: 0 | RGS4 act: i
32) O=C(NC1CCCCC1)C(c1ccco1)N(CCc1ccccc1)C(=O)C(F)(F)F (stereo unspecified)
  Dyrk1A ADPGlo: -1 | PolyA inhibitor: i | hERG protect: -13 | KCNK3 inh: i | KCNQ1 block: i | KCNK9 inh: i | GSK3A inh: -1 | HDAC3 inhib: -5 | KCNQ1 pot: i | GSK3beta inhib: -1 | RGS4 act: i

(list continues)
no.	SMILES	Dyrk1A ADPGlo	PolyA inhibitor	hERG protect	KCNK3 inh	KCNQ1 block	KCNK9 inh	GSK3A inh	HDAC3 inhib	KCNQ1 pot	GSK3beta inhib	RGS4 act
41	C=CCn1c(=O)c2ccccc2n2c(SCc3csc(-c4ccccc4)n3)nnc12	10	i	-5	i	i	i	-2	-7	i	0	i
42	Cc1cc(C)c2nc(N3CCC(C(=O)NCCCN4CC(C)CC(C)C4)CC3)sc2c1 (stereo unspecified)	7	i	-15	i	i	i	-5	-3	i	0	-10*
43	CC(=O)Nc1ccccc1NS(=O)(=O)c1ccc(Cl)cc1	-2	i	-5	i	i	i	-3	0	i	2	i
44	COc1cccc2cc(C(=O)Nc3ccc(F)cc3)c(=Nc3ccc(C(=O)O)cc3)oc12	8	i	-23	i	i	i	4	-4	i	-3	i
45	Cc1cc(NC(=O)c2ccccc2-c2ccccc2)ccc1Br	-7	i	-6	i	i	i	/	/	i	4	i
46	Cc1cccc2[nH]c(CN(C)C(=O)CC3C(=O)NCCN3CC(C)(C)C)nc12 (stereo unspecified)	-3	i	-5	i	i	i	-2	3	i	3	i
47	CCn1c(C)[n+](CC)c2ccc(C(=O)N(C)c3ccccc3)cc21	-5	i	-6	i	i	i	0	6	i	-1	i
48	CCn1c(CC(=O)Nc2ccccc2)nnc1SCC(=O)NC1CCCC1	3	i	-6	i	i	i	0	-3	i	-2	i
49	C/C(Cn1nnc([N+](=O)[O-])n1)=N\NC(=O)c1ccccc1O	6	i	-6	i	i	i	-2	5	i	-1	i
50	COc1ccc(/C=C/C(=O)NCCc2c[nH]c3ccccc23)cc1OC	-4	i	-3	i	i	i	0	-3	i	2	i

Results in sequence from the entries so far.
PolyA inhibitor for nos. 41 to 49 → i, i, i, i, i, i, i, i, i

Carrying on:
no.	SMILES	Dyrk1A ADPGlo	PolyA inhibitor	hERG protect	KCNK3 inh	KCNQ1 block	KCNK9 inh	GSK3A inh	HDAC3 inhib	KCNQ1 pot	GSK3beta inhib	RGS4 act
51	COc1ccc(Cn2c(=O)[nH]c3cc(C(=O)NCCCN4CCCC4=O)ccc3c2=O)cc1	0	i	-5	i	i	i	-1	4	i	2	i
52	COc1ccc(CNC(=O)C2CCN(S(=O)(=O)N3CCOCC3)CC2)cc1	-6	i	-2	i	i	i	3	-5	i	-1	i
53	COC(=O)c1ccccc1-c1cn(C)c2ccccc2c1=O	-6	i	-1	i	i	i	-3	-6	i	2	i
54	CCC(=O)Nc1ccc2nn(-c3ccc(F)cc3)nc2c1	/	/	-4	i	i	i	2	2	i	0	i
55	CC1(C)CC(=O)c2cc(C(=O)NC3CCSC3=O)c(=O)n(-c3ccc(Cl)cc3)c2C1 (stereo unspecified)	0	i	-5	i	i	i	2	-3	i	-1	i
56	Cn1c2ccccc2c2cc(C(=O)O)ccc21	15	i	3	i	i	i	1	0	i	-1	i
57	Cc1ccc(S(=O)(=O)N(CC(=O)N/N=C/c2cccc3c2OCCO3)c2ccccc2F)cc1	3	i	-10	i	i	i	0	-1	i	1	i
58	c1ccc(-c2nnc(-c3ccco3)o2)cc1	1	i	-5	i	i	i	-2	-25	i	1	i
59	C[N+](C)(C)CC/C=C1/c2ccccc2CSc2ccccc21	4	i	-5	i	i	i	-1	1	i	0	i
